Source: PubChem BioAssay
BioA inh: blocks M. tuberculosis BioA enzyme activity; purified M. tuberculosis BioA enzyme, plate reader; inhibition, % at 9.99 µM; AID 602481; actives 0.096% (n = 360,000); in the data active = inhibition above about 40%
Starred values were filed as active, the others as inactive. These rows are one share of the data (hit frequency here may not be typical).

#	SMILES	BioA inh
1	C/C=C/c1ccc2c(c1)O[C@H](CN(C)C(=O)Cc1ccccc1)[C@@H](C)CN([C@@H](C)CO)S2(=O)=O	2.0
2	COc1ccc(CN(C)C[C@@H]2Oc3ccc(NS(=O)(=O)c4ccc(Cl)cc4)cc3CC(=O)N([C@H](C)CO)C[C@H]2C)cc1	-0.2
3	Cc1noc(C)c1NC(=O)Nc1ccc2c(c1)C(=O)N([C@@H](C)CO)C[C@H](C)[C@@H](CN(C)Cc1ccc(C(F)(F)F)cc1)O2	-1.0
4	C[C@@H]1CN([C@@H](C)CO)C(=O)c2cc(-c3ccncc3)cnc2O[C@@H]1CN(C)C(=O)C1CC1	-1.1
5	Cc1noc(C)c1NC(=O)N(C)C[C@H]1OCCCC[C@@H](C)Oc2ccc(NC(=O)c3ccccc3)cc2C(=O)N([C@H](C)CO)C[C@H]1C	-0.2
6	CC(=O)N(C)C[C@@H]1Oc2cc(-c3ccc(C#N)cc3)ccc2S(=O)(=O)N([C@H](C)CO)C[C@H]1C	2.0
7	O=C(C[C@H]1C[C@@H]2c3cc(NC(=O)Nc4ccccc4)ccc3O[C@@H]2[C@@H](CO)O1)NC1CCCCC1	-2.1
8	O=C(Nc1ccc2c(c1)[C@@H]1C[C@@H](CC(=O)N3CCc4ccccc4C3)O[C@@H](CO)[C@@H]1O2)Nc1ccccc1F	3.3
9	C/C=C/c1ccc2c(c1)O[C@@H](CN(C)C(=O)Cc1ccccc1)[C@H](C)CN([C@@H](C)CO)S2(=O)=O	5.6
10	O=C(C[C@H]1CC[C@H]2[C@@H](COC[C@@H](O)CN2C(=O)c2ccccc2F)O1)NCc1ccc(-c2ccccc2)cc1	1.4

Following part:
#	SMILES	BioA inh
11	CN1C(=O)c2cc(NC(=O)C3CC3)ccc2OC[C@H]2O[C@@H](CC(=O)NCCc3ccncc3)CC[C@H]21	-4.3
12	CO[C@@H]1CN(C)C(=O)c2cc(NS(C)(=O)=O)ccc2OC[C@@H](C)N(Cc2nccs2)C[C@H]1C	0.4
13	COc1ccc(NC(=O)Nc2cccc3c2O[C@@H](CN(C)Cc2ccc(C(=O)O)cc2)[C@H](C)CN([C@H](C)CO)C3=O)cc1	-1.3
14	C[C@@H]1CN([C@H](C)CO)C(=O)c2cccc(NC(=O)Nc3ccc4c(c3)OCO4)c2O[C@@H]1CN(C)Cc1ccc(Cl)c(Cl)c1	-1.2
15	CC(C)(O)C#Cc1ccc([C@@H]2[C@@H](CO)N3CCCCN(Cc4ccccc4F)C[C@@H]23)cc1	2.7
16	COc1cccc(C#Cc2ccc3c(c2)O[C@@H](CN(C)C(=O)c2ccccn2)[C@@H](C)CN([C@@H](C)CO)S3(=O)=O)c1	-2.7
17	Cc1noc(C)c1S(=O)(=O)Nc1cccc2c1O[C@@H](CN(C)C(=O)Nc1ccccc1)[C@@H](C)CN([C@H](C)CO)C2=O	0.0
18	COCC#Cc1cnc2c(c1)C(=O)N([C@@H](C)CO)C[C@H](C)[C@@H](CN(C)C(=O)Nc1cc(F)ccc1F)O2	1.9
19	O=S(=O)(c1ccccc1)N1CC[C@@H]2[C@H](CO)Nc3ccc(-c4ccccc4F)cc3[C@@H]21	-2.6
20	O=C(Cc1ccccc1)N1CCCCN2[C@H](CO)[C@H](c3ccc(C#Cc4ccccc4)cc3)[C@H]2C1	2.4

Further records
#	SMILES	BioA inh
21	COCC(=O)Nc1ccc2c(c1)[C@@H]1C[C@H](CC(=O)N3CCCCC3)O[C@@H](CO)[C@@H]1O2	-4.0
22	CC(=O)N(C)C[C@@H]1Oc2ncc(C#CC3(O)CCCC3)cc2C(=O)N([C@@H](C)CO)C[C@@H]1C	-1.6
23	C[C@@H]1CCCCO[C@@H](CN(C)C(=O)Nc2ccccc2)[C@@H](C)CN([C@H](C)CO)C(=O)c2cc(NS(=O)(=O)c3ccc(Cl)cc3)ccc2O1	-1.7
24	COc1cccc(C#Cc2cnc3c(c2)C(=O)N([C@@H](C)CO)C[C@@H](C)[C@@H](CN(C)C)O3)c1	-2.2
25	C[C@H]1CN([C@@H](C)CO)C(=O)c2cc(NC(=O)Cn3cnnn3)ccc2O[C@H]1CN(C)S(=O)(=O)c1cn(C)cn1	-3.3
26	C[C@H]1CN([C@@H](C)CO)C(=O)c2cccc(NS(=O)(=O)c3ccccc3)c2O[C@@H]1CN(C)C(=O)Nc1ccc(C(F)(F)F)cc1	-1.6
27	COC(=O)C[C@H]1C[C@@H]2c3cc(NC(=O)Nc4ccc(OC)cc4)ccc3O[C@@H]2[C@H](CO)O1	0.4
28	C[C@H]1CCCCO[C@H](CN(C)Cc2ccc(C(=O)O)cc2)[C@@H](C)CN([C@@H](C)CO)C(=O)c2cc(NC(=O)Nc3ccc(C(F)(F)F)cc3)ccc2O1	3.1
29	C[C@H](CO)N1C[C@H](C)[C@@H](CN(C)CC2CCCCC2)Oc2ccc(NS(=O)(=O)c3ccccc3)cc2CC1=O	0.8
30	O=C(C[C@H]1C=C[C@@H](NS(=O)(=O)c2cccc(F)c2)[C@@H](CO)O1)N1CCCCC1	-4.5

(continued)
#	SMILES	BioA inh
31	CCC(=O)N(C)C[C@@H]1Oc2cc(C#CC(C)C)ccc2S(=O)(=O)N([C@H](C)CO)C[C@H]1C	0.7
32	C[C@H]1CCCCO[C@@H](CN(C)S(=O)(=O)c2ccccc2)[C@@H](C)CN([C@@H](C)CO)C(=O)c2cc(NC(=O)Nc3ccccc3)ccc2O1	-1.7
33	C[C@@H]1CCCCO[C@H](CN(C)Cc2ccc3c(c2)OCO3)[C@@H](C)CN([C@H](C)CO)C(=O)c2cc(NC(=O)Nc3ccccc3)ccc2O1	-2.4
34	O=C(C1CCCCC1)N1C[C@@H]2[C@H](c3ccccc31)[C@@H](CO)N2CC1CCOCC1	-3.0
35	CCCC(=O)Nc1ccc2c(c1)C(=O)N(C)[C@H]1CC[C@@H](CC(=O)NCC3CCCCC3)O[C@H]1CO2	-0.8
36	COc1ccc(C#Cc2cnc3c(c2)C(=O)N([C@H](C)CO)C[C@H](C)[C@H](CN(C)C(=O)NC2CCCCC2)O3)cc1OC	-1.0
37	COc1cccc(-c2ccc3c(c2)O[C@H](CN(C)Cc2ccncc2)[C@@H](C)CN([C@@H](C)CO)S3(=O)=O)c1	0.3
38	Cc1noc(C)c1NC(=O)N(C)C[C@H]1Oc2ccc(NC(=O)Cc3cn(C)c4ccccc34)cc2C(=O)N([C@H](C)CO)C[C@@H]1C	-0.8
39	CC(C)NC(=O)N(C)C[C@@H]1Oc2ccc(NC(=O)NC3CCCCC3)cc2CC(=O)N([C@@H](C)CO)C[C@H]1C	0.1
40	O=C(C[C@@H]1CC[C@@H]2[C@H](COC[C@H](O)CN2C(=O)c2ccccc2)O1)NCc1cccc(F)c1	-2.3

Continuation.
#	SMILES	BioA inh
41	NC(N)=NCCCC(N)C(=O)CC(Cc1ccccc1)C(=O)O (stereo not drawn)	-1.3
42	OC[C@H]1[C@H](c2ccc(-c3cccnc3)cc2)[C@@H]2CN(CC3CC3)CCCCN12	0.2
43	C[C@@H]1CN([C@H](C)CO)S(=O)(=O)c2ccc(C#CC(C)(C)O)cc2O[C@H]1CN(C)C(=O)CC1CC1	0.8
44	O=C(C1CCCCC1)N1C[C@H]2[C@@H](c3ccccc31)[C@H](CO)N2Cc1ccccc1Cl	-0.7
45	Cc1ccc(-c2cnc3c(c2)C(=O)N([C@@H](C)CO)C[C@H](C)[C@H](CN(C)C(=O)Cc2ccncc2)O3)cc1	-3.2
46	COc1ccccc1S(=O)(=O)N[C@H]1CC[C@@H](CC(=O)N2CCOCC2)O[C@@H]1CO	0.9
47	COc1ccc(S(=O)(=O)Nc2cccc3c2O[C@@H](CN(C)Cc2ccc4c(c2)OCO4)[C@@H](C)CN([C@@H](C)CO)C3=O)cc1	0.3
48	Cc1noc(C)c1NC(=O)Nc1ccc2c(c1)CC(=O)N([C@@H](C)CO)C[C@H](C)[C@@H](CN(C)C(=O)Nc1ccc(C(F)(F)F)cc1)O2	0.6
49	Cc1ccc(S(=O)(=O)N(C)C[C@@H]2Oc3c(NC(=O)c4ccc(-c5nccs5)cc4)cccc3C(=O)N([C@@H](C)CO)C[C@H]2C)cc1	0.4
50	C[C@H]1CN([C@@H](C)CO)S(=O)(=O)c2ccc(C#Cc3ccccc3F)cc2O[C@@H]1CN(C)C(=O)Cc1cccnc1	-4.1

New compounds follow
#	SMILES	BioA inh
51	CO[C@@H]1CN(C)C(=O)c2cc(NC(=O)C3CC3)ccc2OC[C@@H](C)N(C(C)=O)C[C@@H]1C	-0.9
52	C[C@@H]1CCCCO[C@H](CN(C)CC2CCCCC2)[C@H](C)CN([C@@H](C)CO)C(=O)c2cc(NS(C)(=O)=O)ccc2O1	2.4
53	C[C@H]1CN([C@@H](C)CO)C(=O)c2cc(NC(=O)Nc3cccc4ccccc34)ccc2O[C@H]1CN(C)Cc1ccc(C(=O)Nc2ccccc2N)cc1	-1.7
54	CC(C)NC(=O)N(C)C[C@@H]1Oc2c(NC(=O)Nc3ccc(F)cc3)cccc2C(=O)N([C@H](C)CO)C[C@@H]1C	1.5
55	C[C@H](CO)N1C[C@H](C)[C@@H](CN(C)CC2CC2)Oc2c(NS(=O)(=O)c3cccs3)cccc2C1=O	1.7
56	C[C@H](CO)N1C[C@H](C)[C@H](CN(C)C(=O)Nc2ccc(C(F)(F)F)cc2)Oc2c(NC(=O)Nc3ccc(F)cc3)cccc2C1=O	-1.0
57	CC(C)CC#Cc1cnc2c(c1)C(=O)N([C@@H](C)CO)C[C@H](C)[C@@H](CN(C)Cc1ccccc1F)O2	4.0
58	O=C(NC[C@H]1[C@@H](c2ccccc2)[C@@H](CO)N1Cc1ccccn1)C1CC1	0.1
59	CN1[C@@H]2c3ccc(-c4ccccc4)c(=O)n3C[C@H]1[C@H](CO)[C@H]2C(=O)NCCc1ccccc1	0.4
60	CC(=O)NC[C@H]1[C@H](c2ccc(C3=CCCCC3)cc2)[C@H](CO)N1C(=O)NC(C)C	3.0

Nine neighbouring entries out of the list so far, quoted:
#	SMILES	BioA inh
49	Cc1ccc(S(=O)(=O)N(C)C[C@@H]2Oc3c(NC(=O)c4ccc(-c5nccs5)cc4)cccc3C(=O)N([C@@H](C)CO)C[C@H]2C)cc1	0.4
50	C[C@H]1CN([C@@H](C)CO)S(=O)(=O)c2ccc(C#Cc3ccccc3F)cc2O[C@@H]1CN(C)C(=O)Cc1cccnc1	-4.1
51	CO[C@@H]1CN(C)C(=O)c2cc(NC(=O)C3CC3)ccc2OC[C@@H](C)N(C(C)=O)C[C@@H]1C	-0.9
52	C[C@@H]1CCCCO[C@H](CN(C)CC2CCCCC2)[C@H](C)CN([C@@H](C)CO)C(=O)c2cc(NS(C)(=O)=O)ccc2O1	2.4
53	C[C@H]1CN([C@@H](C)CO)C(=O)c2cc(NC(=O)Nc3cccc4ccccc34)ccc2O[C@H]1CN(C)Cc1ccc(C(=O)Nc2ccccc2N)cc1	-1.7
54	CC(C)NC(=O)N(C)C[C@@H]1Oc2c(NC(=O)Nc3ccc(F)cc3)cccc2C(=O)N([C@H](C)CO)C[C@@H]1C	1.5
55	C[C@H](CO)N1C[C@H](C)[C@@H](CN(C)CC2CC2)Oc2c(NS(=O)(=O)c3cccs3)cccc2C1=O	1.7
56	C[C@H](CO)N1C[C@H](C)[C@H](CN(C)C(=O)Nc2ccc(C(F)(F)F)cc2)Oc2c(NC(=O)Nc3ccc(F)cc3)cccc2C1=O	-1.0
57	CC(C)CC#Cc1cnc2c(c1)C(=O)N([C@@H](C)CO)C[C@H](C)[C@@H](CN(C)Cc1ccccc1F)O2	4.0

More entries:
#	SMILES	BioA inh
61	CCC(=O)Nc1ccc2c(c1)OC[C@H](C)N(CCc1ccccc1)C[C@@H](C)[C@@H](OC)CN(C)C2=O	1.4
62	C[C@@H]1CCCCO[C@H](CN(C)S(=O)(=O)c2ccc(F)cc2)[C@H](C)CN([C@H](C)CO)C(=O)c2cc(NS(=O)(=O)c3ccc(F)cc3)ccc2O1	-2.5
63	C[C@@H]1CN([C@H](C)CO)C(=O)c2cc(C#Cc3cccc(F)c3)cnc2O[C@H]1CN(C)CC1CCOCC1	0.2
64	Cc1noc(C)c1S(=O)(=O)Nc1ccc2c(c1)C(=O)N([C@H](C)CO)C[C@H](C)[C@@H](CN(C)Cc1ccc(Cl)c(Cl)c1)O2	1.0
65	CC(C)NC(=O)Nc1cccc2c1O[C@H](CN(C)C(=O)Nc1ccc(C(F)(F)F)cc1)[C@H](C)CN([C@H](C)CO)C2=O	3.3
66	C[C@H]1CN([C@@H](C)CO)C(=O)c2cc(NC(=O)NC3CCCCC3)ccc2O[C@@H]1CN(C)C(=O)Nc1ccc(F)cc1	-0.6
67	O=C(NCC[C@@H]1CC[C@@H](NC(=O)C2CCOCC2)[C@H](CO)O1)c1ccc(F)cc1	-1.7
68	O=C(c1ccccc1)N1CC[C@@H]2[C@H](CO)Nc3ccc(-c4ccc(F)cc4)cc3[C@@H]21	0.8
69	COc1ccc(S(=O)(=O)N2CC[C@H]3[C@H](CO)Nc4ccc(-c5ccccc5F)cc4[C@H]32)cc1	-3.3
70	CO[C@H]1CN(C)C(=O)c2ccc(NS(C)(=O)=O)cc2OC[C@@H](C)N(Cc2cccnc2)C[C@H]1C	1.0

Following part:
#	SMILES	BioA inh
71	CCC(=O)Nc1ccc2c(c1)OC[C@H](C)N(CC1CCCCC1)C[C@@H](C)[C@@H](OC)CN(C)C2=O	2.2
72	O=C(C1CC1)N1CCCCN2[C@H](C1)[C@H](c1ccc(-c3ccncc3)cc1)[C@@H]2CO	3.1
73	C[C@@H]1CN([C@@H](C)CO)C(=O)c2cc(NC(=O)c3ccncc3)ccc2O[C@@H](C)CCCCO[C@@H]1CN(C)Cc1ccncc1	-0.5
74	CO[C@@H]1CN(C)C(=O)c2cc(NC(=O)Nc3c(C)noc3C)ccc2OC[C@@H](C)N(CCC(F)(F)F)C[C@@H]1C	-1.6
75	CN1CCCCN2[C@H](CO)[C@@H](c3ccc(C#Cc4ccccc4F)cc3)[C@@H]2C1	-0.4
76	CO[C@H]1CN(C)C(=O)c2ccc(NS(C)(=O)=O)cc2OC[C@@H](C)NC[C@H]1C	-2.6
77	CNC(=O)C[C@@H]1CC[C@H]2[C@@H](COc3ccc(NC(=O)c4ccc(OC)cc4)cc3C(=O)N2C)O1	0.8
78	O=C(C[C@H]1CC[C@@H](NC(=O)CN2CCOCC2)[C@@H](CO)O1)NC1CCC1	-3.1
79	COC(=O)[C@H]1[C@H](CO)[C@H]2Cn3c(ccc(-c4ccc(F)cc4)c3=O)[C@@H]1N2Cc1ccccc1	1.7
80	Cc1noc(C)c1S(=O)(=O)N(C)C[C@@H]1Oc2ccc(NC(=O)CCCCCC(=O)Nc3ccccc3N)cc2CC(=O)N([C@H](C)CO)C[C@@H]1C	-0.4
